HCMV inh = qHTS Assay for inhibitors of the human cytomegalovirus (HCMV); 4.5% of 410,000 active; activity change, negative = inhibition, % at 57.5 µM; HFF cells, HCMV-luciferase reporter, 72 h; stronger effect = lower value; in the data active means activity change below about -60%; inconclusive means no clear call, values can overlap the other calls; inactive means above about -39%
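Human foreskin fibroblasts infected with luciferase-reporter HCMV at MOI 1 PFU/cell, compounds at two doses. Luciferase measured 72 h post infection; normalized to buffer-only basal and Salinomycin (10uM) controls.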
Starred values were filed as active, the others as inactive; ? = inconclusive. On the % scale 0 is the no-effect control and ±100 the full control effect.

SMILES	HCMV inh
FC(F)(F)c1ccccc1Cc1c(-c2ccco2)nc2c3ccccc3ccn12	33
CC(C)NC(=O)N(C)C[C@H]1OCc2cnnn2CCCC(=O)N([C@H](C)CO)C[C@@H]1C	20
C[C@H]1CN([C@@H](C)CO)S(=O)(=O)c2ccc(C#CC3CC3)cc2O[C@H]1CN(C)C(=O)c1cccnc1	-34
CC1(O)C(=O)C2(C)C=CC1C1C(=O)N(c3ccccc3)C(=O)C12 (stereo not drawn)	-2
O=C(NCc1ccccc1)C(C1CC1)n1c(-c2cccs2)nc2ccccc21 (stereo not drawn)	13
CCOC(=O)/C=C/[C@@H](CCC(=O)OC)NC(=O)C(F)(F)F	-16
COc1ccc([C@H]2C[C@@H](n3cc(C4CC4)nn3)[C@H](O)CN2CC2CCCCC2)cc1	11
COc1ccc([C@H]2C[C@H](n3cc(-c4ccc(F)cc4)nn3)[C@@H](O)CN2C(=O)C2CCCCC2)cc1	?
O=C(/C=C/[C@H]1O[C@@H](n2ccc(=O)[nH]c2=O)[C@H](O)[C@@H]1O)NCc1ccc2c(c1)OCO2	30
COc1ccc(NC(=O)N(C)[C@H]2C[C@H]3c4[nH]c5ccccc5c4CCN3C(=O)[C@H]2CO)cc1	-21
CCCCC[C@@H]1[C@H]2[C@H]3C(=O)N(c4ccccc4)C(=O)[C@H]3CC(=O)[C@H]2[C@H](c2ccccc2)N1S(=O)(=O)c1ccc(C)cc1	-6
Clc1ccccc1NN=Cc1ccccn1	68
C[C@@H]1CN([C@H](C)CO)C(=O)CCCn2cc(nn2)CO[C@H]1CN(C)S(=O)(=O)c1cccs1	-16
NC(Cc1ccc(Cl)cc1)c1csc(Nc2ccc(S(N)(=O)=O)cc2)n1 (stereo not drawn)	-11
C#Cc1ccc(NC(=O)C2(C)CCN2C(=O)c2cc(C)n(C)n2)cc1 (stereo not drawn)	1
CC(C)(C)NC(=O)C1c2ccccc2OCC(=O)N1Cc1ccccc1 (stereo not drawn)	-8
CC(C)OC(=O)N(C)C[C@@H]1OCc2cnnn2CCCC(=O)N([C@H](C)CO)C[C@@H]1C	17
CCCOc1ccc(F)cc1-c1cc(C(=O)Nc2ccc(OC)c(OC)c2)[nH]n1	-1
COc1ccc(C(=O)c2[nH]c(N)c(C(=O)NCCc3c[nH]c4ccccc34)c2-c2ccccc2Br)cc1	-15
COc1ccccc1CCn1cnc(Cc2ccccc2)c1C(C)C	?
NS(=O)(=O)c1ccc(CCNC(=O)COC(=O)Cc2ccc(Cl)cc2)cc1	-12
Cc1cc(C)n(CCNC(=O)[C@H]2O[C@@H](n3cnc4c(N)ncnc43)[C@H](O)[C@@H]2O)n1	27
CCCCN1CCCCC1(C)C(=O)NCc1cccs1 (stereo not drawn)	12
CNCC(O)c1cc(F)c(OCc2ccccc2)c(OCc2ccccc2)c1F (stereo not drawn)	-28
Cc1cc(C)cc(Cn2c3ccc(NC(=O)NCCc4cccs4)cc3c(=O)n2C)c1	8
CCS(=O)(=O)C1C(=O)N(C)C(S(=O)(=O)CC)C(=O)N1C (stereo not drawn)	-2
COc1cc(C(O)c2nc(-c3ccc(C)c(C)c3)cs2)ccc1F (stereo not drawn)	-23
O=C1OCc2cc(-c3ccccc3F)ccc21	-11
CCOC(=O)[C@]12CCCC=C1N(Cc1cccc3ccccc13)C(=O)[C@H](CC(=O)N1CCN(C(=O)C3CC3)CC1)C2	9
CCNC(=O)C1(C)CCN(Cc2ccccc2C#N)C1 (stereo not drawn)	-21
Nc1ncnc2c1ncn2C1OC(CO)CC1O (stereo not drawn)	8
CN(C)CCOc1ccc2c(c1)C(=O)C(=Cc1ncc([N+](=O)[O-])n1C)C2	-98*
Cc1ccc(S(=O)(=O)N2CCC(=O)N([C@H](COCc3ccc(C(F)(F)F)cc3)C(C)C)CC2)cc1	45
CC1(C(=O)NCc2ccc3c(c2)OCO3)CCN1CCc1ccccc1 (stereo not drawn)	-31
Nc1[nH]c(C(=O)c2ccccc2)c(-c2c(F)cccc2F)c1C(=O)c1ccc(Cl)c(Cl)c1	8
COc1ccc(OC)c(NC(=O)c2cccc(NC(=O)c3ccco3)c2)c1	-25
O=C1CNC(c2ccccc2)C(c2ccccc2)N1 (stereo not drawn)	27
C[C@H](CO)NC(=O)c1[nH]cnc1C(=O)Nc1cccc(Cl)c1	2
COc1ccc(S(=O)(=O)Nc2cc3c4c(c2)CC(=O)N4CCC3)cc1OC	?
O=S(=O)(Nc1ccc(C(O)(C(F)(F)F)C(F)(F)F)cc1)c1cccc2ccccc12	-21
COc1ccc(Sc2cccc3c2S(=O)(=O)N(C2CC2)C[C@@H](COCc2ccccc2)O3)cc1OC	-40
CSc1ccc(CN2CCC2(C)C(=O)NCc2cccc(C(F)(F)F)c2)cc1 (stereo not drawn)	-34
COc1ccc(CNC(=O)O[C@H]2C[C@@H]3C(=O)N(c4ccccc4)C(=O)[C@@H]3[C@@H]3CN(S(=O)(=O)c4ccc(C)cc4)C[C@]23O)cc1OC	-2
N#Cc1c(-c2ccc(Cl)cc2)[nH]c2ccccc12	-38
Cc1cc(Br)cn2c(Cc3ccccc3)c(-c3cccc(Br)c3)nc12	15
CC1CCN(C(=O)c2ncn3c2C(=O)NC[C@H]3C)CC1	-11
COc1ccccc1-c1cnc(C(O)c2ccc(F)c(F)c2)[nH]1 (stereo not drawn)	?
Cc1ccccc1S(=O)(=O)N(C)C[C@@H]1OCc2cnnn2CCCC(=O)N([C@@H](C)CO)C[C@H]1C	-3
COC(=O)[C@@]12C[C@@H](CC(=O)NCCCCc3ccccc3)C(=O)N(CCc3ccc(OC)c(OC)c3)C1=CCC(C)(C)C2	-12
CSc1nc(=O)n(CCC#N)nc1SC	-11
COc1ccc(OC)c(CN2C(=O)c3ccccc3C2c2nnnn2-c2c(C)cccc2C)c1 (stereo not drawn)	-37
Cc1cc(Br)cn2c(Cc3ccsc3)c(-c3cccc(Cl)c3)nc12	38
COc1ccccc1Cn1c(=O)oc2ccccc21	-14
COCCNC(=O)C1(C)CCCN(Cc2cc3ccccc3o2)C1 (stereo not drawn)	12
COc1ccc(S(=O)(=O)N2CCCCC2c2cc(C(=O)NCc3ccccc3)no2)cc1 (stereo not drawn)	-62*
O=C(NC1CCCc2c1cnn2-c1ccccc1F)c1ccncc1 (stereo not drawn)	-84*
CC(C)(C)CC(C)(C)NC(=O)C(Nc1ccccc1)c1ccccc1F (stereo not drawn)	48
CC1(C)OC(=O)C2=C(C[C@@H](C3CC3)O[C@H]2CCc2cccc(Cl)c2)O1	19
COc1ccc(CCNC(=O)Nc2nc(C(N)Cc3ccccc3)cs2)cc1OC (stereo not drawn)	27
CSCCC(c1nnnn1Cc1ccccc1)N1CCN(C/C=C/c2ccccc2)CC1 (stereo not drawn)	-34
The list goes on.
SMILES	HCMV inh
CC(C)C(=O)N1CCCC1(C)C(=O)Nc1ccc(F)cc1 (stereo not drawn)	-9
CCOC(=O)c1[nH]c(=S)n(-c2ccccc2)c1C(=O)OCC	-1
C[C@H]1[C@@H](NC(=O)Nc2ccc(C(F)(F)F)cc2)CC[C@@]23CCCN2C(=O)CCC[C@@H]13	-27
CCc1nc2ccc(C(=O)Nc3cccc(NS(C)(=O)=O)c3)cn2c1N(CC)Cc1cccc(Br)c1	-17
COc1ccc(-n2nnnc2C(c2ccnc3ccccc23)N2CCC(n3c(=O)[nH]c4ccccc43)CC2)cc1 (stereo not drawn)	-25
Cc1cc2nc(-c3ccc(F)cc3)c(CC3CCCCC3)n2c(C)c1Br	10
Cc1nc2c(OCCOc3ccccc3)cccn2c1N(C)C(=O)CCC1CCCC1	-12
CC(C)NC(=O)C1(C)CCN1C/C=C/c1ccccc1 (stereo not drawn)	47
CC1(C(=O)NS(=O)(=O)c2ccccc2Cl)CCN1C(=O)c1ccccc1 (stereo not drawn)	2
O=C1CCC[C@H]2[C@@H](Cc3ccccc3)[C@@H](NS(=O)(=O)c3ccc(F)cc3)CC[C@]23CCCN13	-28
COc1ccc([C@H]2C[C@@H](O)[C@H](n3cc(COC(=O)c4ccccc4)nn3)CN2Cc2cccs2)cc1	-22
O=C(OCc1cn([C@@H]2CN(C(=O)c3cccs3)[C@@H](c3ccccc3)C[C@H]2O)nn1)c1ccccc1	-9

Rewritten field by field: part of the list above
N#Cc1c(-c2ccc(Cl)cc2)[nH]c2ccccc12
  HCMV inh: -38
Cc1cc(Br)cn2c(Cc3ccccc3)c(-c3cccc(Br)c3)nc12
  HCMV inh: 15

The listing continues.
SMILES	HCMV inh
COC(=O)C(c1ccccc1)(c1cn(C)c2ccccc12)C(Nc1ccccc1)c1ccc(C)cc1 (stereo not drawn)	-11
Cc1ccc(-c2cccc(=O)o2)cc1	32
CCNC(=O)C1(C)CCN(C(=O)c2c(F)ccc(C)c2F)C1 (stereo not drawn)	-7
COc1ccc(C(=O)N2CCC(C)(C(=O)NS(=O)(=O)C3CC3)C2)cc1 (stereo not drawn)	-7
CCOc1ccccc1CNn1cnnc1SCC(=O)NC(C)(C)C	3
C[C@@H]1CN([C@@H](C)CO)C(=O)CCCn2nncc2CO[C@@H]1CN(C)C(=O)c1ccccc1	48
Cc1ccc(F)cc1C(=O)Nc1ccn2ccnc2n1	2
CCOC(=O)CNC(=O)N1Cc2cc(N3CCOCC3)ccc2-n2nncc2C1	23
NC(=O)CC1(c2ccccc2)CCCCC1	-31
Cc1ccc([C@@H]2C[C@H]3[C@@H](CN2S(=O)(=O)c2ccc(Cl)cc2)C(=O)C[C@@H](c2ccccc2)N3S(=O)(=O)c2ccc(C)cc2)cc1	-19
CCOC(=O)C1(C)CCCCCN1C(=O)/C=C/c1ccccc1 (stereo not drawn)	-4
CCCCCCN1CCN(C2CN(Cc3cn(CCCCCC)nn3)S(=O)(=O)C2)CC1 (stereo not drawn)	-2
O=C(c1ccco1)N(Cc1cccnc1)C(c1ccccc1)c1nc2ccccc2[nH]1 (stereo not drawn)	24
CC(C)(C)n1nnnc1C(c1ccnc2ccccc12)N1CCC2(CC1)C(=O)NCN2c1ccccc1 (stereo not drawn)	-14
Cc1cccc(NC(=O)CNC(=O)c2cc(S(=O)(=O)N(C)C)ccc2N2CCCC2)c1C	67
COc1ccc(S(=O)(=O)N2CCCCC2c2cc(C(=O)Nc3ccc(F)c(Cl)c3)no2)cc1 (stereo not drawn)	-37
O=C(NCc1cccc(C(F)(F)F)c1)c1ccc2sc([C@@H]3O[C@H](CO)[C@@H](O)[C@H]3O)nc2c1	-26
C/C=C/c1cccc(-c2nc(C(=O)N3CCCCC3)cc3c2[C@H](CCO)N(C(=O)NC(C)C)C3)c1	?
CCOC1=C2[C@@H](CN(S(=O)(=O)c3ccc(C)cc3)[C@H]2c2ccc(Cl)cc2)[C@H]2C(=O)N(c3ccccc3)C(=O)[C@H]2C1	-16
CC(C)=CCC[C@H](C)C[C@@H]1Cc2[nH][nH]c(=O)c2[C@@H](c2ccc(F)cc2)O1	15
Fc1ccc(Nc2nnc(-c3ccncc3)s2)cc1Cl	7
O=C(Nc1ccc(F)c(Cl)c1)Nc1nnc([C@H]2C[C@H](O)[C@@H](CO)O2)s1	-4
CCOc1ccc(-c2cc(C(=O)NCc3ccc(F)cc3)[nH]n2)c(C)c1	?
Cc1ccc(S(=O)(=O)N2C[C@H]3C(=O)C[C@@H](c4cccc(C)c4)N(S(=O)(=O)c4ccc(C)cc4)[C@H]3C[C@H]2c2ccccc2)cc1	-13

Quoted from the listing.
CCOC1=C2[C@@H](CN(S(=O)(=O)c3ccc(C)cc3)[C@H]2c2ccc(Cl)cc2)[C@H]2C(=O)N(c3ccccc3)C(=O)[C@H]2C1 in HCMV inh is listed with -16
CC(C)(C)n1nnnc1C(c1ccnc2ccccc12)N1CCC2(CC1)C(=O)NCN2c1ccccc1 (stereo not drawn) in HCMV inh is listed with -14

Remaining list, next part:
SMILES	HCMV inh
Clc1ccc(-c2nc3ccc(Br)cn3c2Cc2cccc(Cl)c2)cc1	10
CCOC(=O)N[C@@H](Cc1cccnc1)C(=O)N1CCC[C@H]1C(=O)NCCc1ccccc1Cl	-19
CS(=O)(=O)n1c2ccccc2c(=O)n1-c1ccccc1CCl	11
CCN1CCN(c2ccc(N3CCN(S(=O)(=O)c4cccc([N+](=O)[O-])c4)CC3)nn2)CC1	-1
c1ccc(-c2nc3c4ccccc4ccn3c2CC2CCCCC2)cc1	158
CCC(=O)N1[C@@H]2Cn3c(cccc3=O)[C@H]1[C@@H](C(=O)NC1CCCCC1)[C@@H]2CO	5
CC(C)CNc1ncnc2c1ncn2[C@H]1CN(Cc2cccs2)C[C@@H](CO)O1	45
O=C(Cc1ccccn1)N1CC(=O)N2[C@H](CO)[C@@H](c3ccc(Br)cc3)[C@H]2C1	-101*
C[C@@H]1CN([C@H](C)CO)C(=O)CCCn2nncc2CO[C@@H]1CN(C)C(=O)C1CC1	10
COc1ccc(S(=O)(=O)N2CCC[C@H]2C(=O)N2CCC[C@H]2C(=O)NCc2ccc(F)cc2F)cc1C	3
O=C1NC[C@@H](Cc2cccc3ccccc23)N(CCc2cccc(F)c2)C1=O	5

In the list so far, these contain a thiophene ring, fused or not:
SMILES	HCMV inh
O=C(NCc1ccccc1)C(C1CC1)n1c(-c2cccs2)nc2ccccc21 (stereo not drawn)	13
C[C@@H]1CN([C@H](C)CO)C(=O)CCCn2cc(nn2)CO[C@H]1CN(C)S(=O)(=O)c1cccs1	-16
CCCCN1CCCCC1(C)C(=O)NCc1cccs1 (stereo not drawn)	12
Cc1cc(C)cc(Cn2c3ccc(NC(=O)NCCc4cccs4)cc3c(=O)n2C)c1	8
Cc1cc(Br)cn2c(Cc3ccsc3)c(-c3cccc(Cl)c3)nc12	38
COc1ccc([C@H]2C[C@@H](O)[C@H](n3cc(COC(=O)c4ccccc4)nn3)CN2Cc2cccs2)cc1	-22
O=C(OCc1cn([C@@H]2CN(C(=O)c3cccs3)[C@@H](c3ccccc3)C[C@H]2O)nn1)c1ccccc1	-9
CC(C)CNc1ncnc2c1ncn2[C@H]1CN(Cc2cccs2)C[C@@H](CO)O1	45

Not all compounds are listed (hit frequency here may not be typical).
